LGR2 antag: inhibitors of bursicon-induced Drosophila LGR2 receptor cAMP signaling. HEK293 LGR2, CRE-luciferase, bursicon-stimulated, 4 h. inhibition, % at 9.99 µM. 380,000 tested, 0.35% active. AID 720647;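 active = drop in luminescence signal, shown as inhibition above about 50% in the replicate tests, limit read from the data, passing the limit was not always enough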;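 also: agonist challenge used bursicon conditioned medium at about half maximal strength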
PGC1a acetyl inh: PGC1a acetylation modulation, inhibitor mode | 350,000 tested, 0.17% active | inhibition, % at 15.6 µM | U2OS PGC1a acetylation, AlphaScreen anti-acetyl-lysine; with virally co-expressed GCN5 acetyltransferase;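 active = every replicate shows inhibition of at least 40%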;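 also: 0% = neutral control wells and 100% = positive control wells; some results beyond the cut were filed as inactive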
PAX8 inh HTS: inhibitors of PAX8 transcriptional activity in RMG-I cells | inhibition, % at 12.6 µM | RMG-I TPO-luciferase reporter, SteadyGlo, 24 h | 360,000 tested, 1.2% active;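 active = mean replicate inhibition at least 60% with every replicate also reaching 60%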;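 also: luciferase light reporting Pax8 driven TPO promoter activity; plate controls were median of neutral control wells for no effect and mitoxantrone controls for full effect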
FN deposition inh: fibronectin deposition inhibition. AH1F fibroblasts, Alexa488-fibronectin deposition fluorescence, overnight. inhibition, % at 12.6 µM. 350,000 tested, 0.086% active. AID 743247;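 active = mean inhibition across replicates of 30% or more, regardless of how many single replicates reach that level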;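 also: positive control wells lacked labelled fibronectin entirely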
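Material: AH1F fibroblast monolayer depositing Alexa488-labelled fibronectin into matrix / Amount: 10000 AH1F cells per well / Signal: fluorescence 485/525 nm / Medium: DMEM, 2% serum / Compound: single dose, pinned / Incubation: 1 h cell adhesion before compound, then overnight fibronectin incubation / Reagent: Alexa488-FN, 24 nM final / Read-out: inhibition of fibronectin deposition signal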
PglD inh: inhibitors of Campylobacter jejuni PglD acetyltransferase; purified PglD enzyme, DTNB colorimetric CoA detection; inhibition, % at 12.5 µM; 360,000 tested, 0.098% active; in the data active = inhibition above about 16%, passing the limit was not always enough; also: strong numbers were not always called active
ERAP1 inh: inhibitors of human ERAP1 aminopeptidase; Q9NZ08; recombinant ERAP1, Leu-AMC fluorescence, 60 min; inhibition, % at 10.7 µM; 340,000 tested, 0.15% active; AID 652197;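 active = mean replicate inhibition of at least 30%, or all replicates individually reaching that 30% level; inactive = mean below 30% and not every replicate reaching it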;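 also: 0% = neutral control wells and 100% = L-leucinethiol positive control wells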
EWS-Fli inh: EWS/Fli transcriptional activity inhibition | A673 NR0B1-luciferase reporter, viability-normalised | inhibition, % at 12.6 µM | 350,000 tested, 0.67% active | AID 651661;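 active = mean inhibition of at least 50% after viability correction, with every replicate also passing that limit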;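 also: firefly luciferase signal divided by Alamar Blue viability fluorescence both relative to DMSO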
S100A4 MyoIIA: inhibitors of human S100A4 binding to myosin IIA peptide; S100A4/TAMRA-MyoIIA peptide fluorescence polarization; P26447; inhibition, % at 10.7 µM; 360,000 tested, 0.14% active; AID 652163;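 active = mean inhibition of at least 70% across replicates, with every replicate also reaching that level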
Target sequence (P26447 whole entry, looked up): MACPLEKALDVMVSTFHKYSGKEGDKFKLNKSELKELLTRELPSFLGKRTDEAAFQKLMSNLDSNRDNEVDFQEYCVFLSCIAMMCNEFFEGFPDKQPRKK
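incubation = readout 5 min after mixing, signal stable up to 60 min | system = S100A4 monomer protein | buffer or medium = HEPES pH 7.2 with CaCl2, KCl, NaCl, DTT, Triton | benchmarks = neutral control DMSO, positive control TFP | also added = fluorescent myosin IIA peptide, 5 nM | compound dosing = one concentration per compound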
An asterisk follows results filed as active; x = no result given.

Under each structure: LGR2 antag, PGC1a acetyl inh, PAX8 inh HTS, FN deposition inh, PglD inh, ERAP1 inh, EWS-Fli inh, S100A4 MyoIIA
> C[C@H](CO)N1C[C@H](C)[C@@H](CN(C)S(C)(=O)=O)Oc2ccc(NC(=O)Cc3ccccc3)cc2CC1=O
    -16, 17, 2, x, 1, 1, 2, 10
> CC(=O)N1[C@H](CO)[C@@H](c2ccccc2)[C@H]1CN(C(=O)c1ccccc1)C(C)C
    6, 0, -8, x, -1, x, 1, x
> C[C@H]1CN([C@@H](C)CO)C(=O)c2cccc(NS(=O)(=O)c3ccc(F)cc3)c2O[C@@H]1CN(C)S(=O)(=O)c1cccs1
    -6, 10, x, -2, -2, 0, -6, 0
> Cc1noc(C)c1NC(=O)N(C)C[C@@H]1Oc2ccc(NC(=O)Nc3ccc4c(c3)OCO4)cc2CC(=O)N([C@H](C)CO)C[C@@H]1C
    10, -5, -15, -19, -1, -2, 11, 3
> CCN(CC)CCCNC(=O)c1cc(-c2ccc3c(c2)OCO3)on1
    -17, 16, -4, -9, 3, -1, 1, -2
> CCOC(=O)N1CCN(C(=O)Cc2cccc3ccccc23)CC1
    -7, 8, -5, 8, x, -1, -11, -1
> CC(C)NC(=O)c1ccc(NC(=O)CC2SC(N3CCCC3)=NC2=O)cc1 (stereo unspecified)
    19, 1, 8, 3, 0, 3, -2, 2
> COc1cc(/C=N/Nc2ncc(C(F)(F)F)cc2Cl)cc(OC)c1O
    2, -9, 13, -2, x, x, x, x
> CCOC(=O)C1(C)C=C(Nc2ccc(OC)cc2)C(=O)N1c1ccc(OC)cc1 (stereo unspecified)
    -1, -12, 2, -4, 7, x, x, x
> Cc1ccc(CNC(=O)c2ccc(N(C)C)cc2)cc1
    -23, -3, -38, -1, x, 6, -20, -3
> CC(=O)Nc1csc2ccccc12
    8, -3, 15, 3, x, -3, 14, 0
> CC(=O)CCSc1nnc(-c2cccc(S(=O)(=O)N3CCOCC3)c2)o1
    4, x, 19, 4, x, 3, 1, 0
> CN1CCN(CC2(O)CCN(S(=O)(=O)c3ccc(Cl)cc3)CC2)CC1
    -16, 4, 22, 2, x, 0, 3, 0
> Fc1ccccc1-c1nc(-c2ccncc2)no1
    -12, x, -123, -2, 4, 6, -33, -4
> C[C@H](NC(=O)C[C@H]1CC[C@H](NC(=O)Nc2ccc3c(c2)OCO3)[C@H](CO)O1)c1ccccc1
    -48, -7, 6, 4, 3, -1, 3, 22
> COc1ccc(C(C(=O)NC(C)(C)C)N(C(=O)CNC(=O)c2cccs2)c2cccnc2)cc1OC (stereo unspecified)
    5, x, -4, 4, 2, 0, 0, -2
> C[C@@H]1CN([C@H](C)CO)C(=O)c2cccc(NS(=O)(=O)c3ccccc3)c2O[C@@H]1CN(C)S(=O)(=O)c1ccc(F)cc1
    4, -1, -26, x, 0, x, -8, x
> COc1ccc(CN(CCNC(=O)CCCCC(=O)NCCN(Cc2ccc(OC)cc2)C(C)C)C(C)C)cc1
    -11, x, -61, 0, x, -3, 10, -3
> O=C(OCC(=O)N1CCOCC1)c1ccc(F)cc1Cl
    6, x, -37, 5, 3, 3, -10, 3
> CCOC(=O)CSc1nnc(CNC(=O)c2cccs2)n1-c1ccccc1
    14, -21, x, 5, 3, x, x, x
> O=C(CC1Oc2ccccc2NC1=O)NCCc1ccccc1 (stereo unspecified)
    6, 1, 4, -4, -2, x, 1, -2
> COc1cccc(CNc2cccc(C(F)(F)F)c2)c1O
    -10, x, 23, x, 6, 1, -1, -4
> C[C@@H]1CN([C@@H](C)CO)C(=O)c2cccc(NC(=O)Nc3ccc4c(c3)OCO4)c2O[C@@H]1CN(C)Cc1ccc(C(=O)Nc2ccccc2N)cc1
    17, -2, x, -5, x, x, 43, x
> Cc1noc(C)c1NC(=O)N(C)C[C@H]1Oc2c(NC(=O)c3ccncc3)cccc2C(=O)N([C@H](C)CO)C[C@H]1C
    9, -16, x, x, 5, 1, -4, -12
> O=C(NCN1C(=O)C2C3C=CC(C3)C2C1=O)Nc1ccccc1O (stereo unspecified)
    5, 0, -1, x, 3, -3, 2, 0
> O=C(NN=C1CCN(Cc2ccccc2)CC1)c1cc2ccccc2cc1O
    0, x, -5, -9, x, 1, -13, -6
> C=CCn1c(SCC(=O)Nc2ccccc2-c2ccccc2)nc2cc(C(=O)O)ccc2c1=O
    -2, 1, -20, -4, x, 3, 9, 2
> COc1ccc(Nc2nc3[nH]c(=O)cc(O)c3s2)cc1
    17, x, 27, 10, x, -1, -3, -2
> Cc1ccc(S(=O)(=O)Nc2ccc3c(c2)C(=O)N([C@H](C)CO)C[C@@H](C)[C@H](CN(C)C(=O)Cc2ccccc2)OCCCC[C@@H](C)O3)cc1
    17, -12, 2, -11, 0, -2, 8, -27
> O=C(c1ccc(NC2=NC3CS(=O)(=O)CC3S2)cc1)N1CCN(c2ccc([N+](=O)[O-])cc2)CC1 (stereo unspecified)
    -3, -11, -7, -5, 5, 5, x, 3

(listing goes on)
Under each structure: LGR2 antag, PGC1a acetyl inh, PAX8 inh HTS, FN deposition inh, PglD inh, ERAP1 inh, EWS-Fli inh, S100A4 MyoIIA
> COc1cc2c(cc1OC)[C@@H](NC(=O)CCc1ccccc1)[C@H](OCc1ccccc1)C2
    23, x, -15, -3, 0, -2, 2, 1
> Cc1nc(SC(C(N)=O)c2ccccc2)c(C#N)c(C)c1C (stereo unspecified)
    -22, -2, 0, -2, -3, x, -28, -58
> CCOC(=O)c1ccc(NC(=O)c2nc[nH]c2C(=O)N[C@@H](C)CO)cc1
    -9, x, -42, 5, 0, 0, -2, -2
> CCNc1nc(NCC)nc(N/N=C/c2ccccc2)n1
    -20, 4, 2, 0, -2, -4, 9, -2
> O=C(CCn1c(=S)[nH]c2ccccc2c1=O)N1CCCCC1
    1, x, -18, -6, 0, 0, -35, -1
> Cc1ncc(CO)c(/C=N/NC(=O)c2cc(Br)ccc2O)c1O
    17, 11, 10, 4, x, -2, 12, 1
> O=C(Cc1cccnc1)N1CC2(C1)[C@@H](c1ccccc1)[C@@H](CO)N2C(=O)C1CC1
    18, -6, x, -7, x, 4, 1, 2
> O=C1CC(c2ccccc2)n2nc(NC(=O)c3ccccc3)nc2N1 (stereo unspecified)
    -2, x, x, 4, -1, -1, x, -2
> O=C(O)C1CCCCC1C(=O)NC(c1ccccc1)c1ccccc1 (stereo unspecified)
    4, -5, 8, 6, x, x, 10, 1
> CC(C)NC(=O)N(C)C[C@H]1Oc2ncc(C3=CCCCC3)cc2C(=O)N([C@@H](C)CO)C[C@@H]1C
    23, 1, -6, -3, 0, -3, 0, 4
> C[C@H](CO)N1C[C@H](C)[C@@H](CN(C)Cc2ccc(C(=O)Nc3ccccc3N)cc2)Oc2ccc(NS(=O)(=O)c3cccs3)cc2C1=O
    -7, 10, x, x, -11, -1, 13, 7
> O=C(C[n+]1cccc2ccccc21)c1ccc(NC(=O)c2ccccc2)cc1
    12, x, 32, 9, x, 5, 6, -5
> Cn1cnnc1SCC(=O)NC1CCCC1
    -9, 8, -4, 0, -1, -2, x, -2
> C[C@@H]1CN([C@@H](C)CO)C(=O)c2ccccc2-c2ccccc2CO[C@@H]1CN(C)C(=O)Nc1ccc(F)cc1
    -6, -1, 10, 4, 2, 3, -8, -3
> C[C@H](CO)N1C[C@H](C)[C@H](CN(C)C(=O)Nc2ccc(F)cc2)Oc2c(cccc2N(C)C)C1=O
    -6, 7, -11, 0, -1, -2, 2, 2
> CC(=O)NC(Cc1ccc(F)c(F)c1)C(=O)NC1CCN(C(=O)c2ccc(Cl)cc2)CC1 (stereo unspecified)
    10, x, -10, -2, -6, -3, -2, 0
> CCC(=O)N1CC[C@@H]2[C@H]1c1cc(-c3ccc(F)cc3)ccc1N(C)[C@@H]2CO
    3, 1, 3, -3, 3, -1, 0, 8
> Nc1cc(-c2ccc(Br)cc2)nn1S(=O)(=O)c1cccc2nsnc12
    -4, -18, 2, 6, x, 4, 12, -1
> O=C1CC(c2cccc(Cl)c2)C(n2cncn2)C(=O)C1C1NCCc2ccccc21 (stereo unspecified)
    x, -3, 4, 2, -3, x, x, x
> Cc1cc(C)c(NC(=O)COc2cccnc2[N+](=O)[O-])c(C)c1
    x, 5, 1, 18, 3, -3, -6, 0
> COc1ccc2c(c1)CC(N1CCN(C)CC1)c1cc(OC)ccc1S2 (stereo unspecified)
    5, x, 9, 8, x, x, 14, -4
> CN1C(=O)N2CN(C3CCCCC3)CN3C(=O)N(C)C1C23 (stereo unspecified)
    -5, -2, x, x, -1, -2, -6, 1
> C[C@H](CO)N1C[C@H](C)[C@H](CN(C)S(=O)(=O)c2ccccc2)Oc2ccc(NC(=O)c3ccncc3)cc2C1=O
    -5, 1, -11, x, -3, -3, 13, 6
> COc1cc(OC)cc(-c2cn[nH]c2N)c1
    17, 2, -17, -7, x, 2, 2, 0
> CC(=O)N1CC(=O)N2[C@H](CO)[C@H](c3ccc(C#CC(C)C)cc3)[C@H]2C1
    5, 2, -15, x, x, -1, -1, -4
> CCCNC(=O)Nc1ccc2c(c1)OC[C@H](C)N(Cc1ccccn1)C[C@@H](C)[C@@H](OC)CN(C)C2=O
    -7, -3, 1, 13, 4, 1, -6, 2
> CCOC(=O)c1cnc2ccccc2c1NCc1ccco1
    -22, -12, -36, 6, -4, -2, -1, 0
> N/C(=N\OC(=O)/C=C/c1ccccc1)c1ccncc1
    x, x, -180, -5, 0, -3, -82, -5
> Cc1cc(Cl)c2oc(C(=O)N3CCN(c4ccncc4)CC3)c(C)c2c1
    6, -12, 38, 4, 3, 10, 34, 10
> C[C@H]1CN([C@@H](C)CO)C(=O)c2cc(NC(=O)Cc3ccccc3)ccc2O[C@@H]1CN(C)C(=O)Nc1ccccc1
    0, 3, -4, x, 0, -1, 0, 6
> Fc1ccc(Cn2c(-c3cscn3)nc3ccccc32)c(Cl)c1
    x, -18, -16, 2, -3, x, x, x
